IkB signaling: inhibitors of IkB signaling in ABC-DLBCL cells; ABC-DLBCL IkBa-CBG/CBR dual luciferase ratio, 4 h; response scale: scaled: untreated 0%, proteasome inhibitor 100%; Potency, µM (top dose mostly 57.1 µM), for the others: at the top dose IkBa stabilization activation; 0.04% of 110,000 active; AID 445; active means well fitted curve in the direction sought with a large enough effect in the signal ratio, not every such curve was filed as active; inconclusive means small, poorly fitted or top-dose-only effect, or a change in a side signal; the % refers to the signal ratio;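 further: the direction sought is a rising ratio; 0% = basal untreated cells and 100% = reference inhibitor full response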
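Luminescence ratio of IκBα-fused green versus native red beetle luciferase in OCI-Ly3 cells, 4 h post-doxycycline with compound; red signal alone, scaled from basal (0%) to zero light (-100%), flagged nonspecific or cytotoxic effects.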
p53ts 32C tox: kills p53ts cells at the permissive temperature | AID 924 | H1299-p53A138V at 32C, ATP luminescence viability, 24 h | Potency, µM (series often up to 46.1 µM), for inactives: at the top dose activity change, negative = cytotoxicity, actives largely listed as cytotoxic | 0.93% of 130,000 active;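 further: 0% = DMSO and -100% = full killing by reference compound; nearly all actives have a fitted effect of over 55% in size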
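Cells: H1299 p53ts (A138V), 600/well, pre-incubated 16–30 h at 37C. Cpd up to 46 uM, 24 h, 32C. Readout: ATPlite luminescence, 20 min RT. Normalization: DMSO vs tamoxifen 100 uM. AC50 by Hill equation.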
Imprint erasure: induces erasure of genomic imprints in mouse ES cells | mouse ES Peg3-LacZ reporter, beta-gal luminescence, 40 h | Potency, µM (doses to about 60.7 µM), for the others: top-dose activity change, positive = activation, usual class: activators | 0.02% of 110,000 active;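 further: 0% = negative control wells on the plate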
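Gelatin-coated wells received 300 freshly trypsinized female ES cells with a Peg3LacZ-Neo reporter on the maternal allele, then incubated 40 hours at 37C. BetaGlo was added for 5 minutes at room temperature before a single luminescence read.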
p53ts 39C kill: cytotoxicity in p53ts cells at nonpermissive temperature | H1299-p53A138V viability at 39C, ATP luminescence, 24 h | Potency, µM (top dose mostly 46.1 µM), for inactives: top-dose activity change, negative = cell killing, hits mostly cytotoxic | 1.5% of 130,000 active | AID 902; further: nearly all actives have a fitted effect of over 55% in size
An asterisk follows results filed as active; ? = inconclusive; . = not tested or not shown; & = joins results of further samples; [ ] = remark or other dose. Unless noted, the call rests on the fitted dose curve; in most records, active means well fitted curve in the direction sought with a large enough effect; inconclusive means small, poorly fitted or top-dose-only effect, or another doubt; inactive means no such curve, though single readings can be large; an effect the other way counts as inactive or inconclusive. Unless noted, on the % scale 0 is the no-effect control and ±100 the full control effect; potency means the concentration at half of the fitted maximal effect. Rows are unselected (roughly 1.8% active in at least one column).

| Structure | IkB signaling | p53ts 32C tox | Imprint erasure | p53ts 39C kill |
| --- | --- | --- | --- | --- |
| N#C/C(=C\c1ccc(O)cc1)C(=O)NCC1CCCO1 (stereo not drawn) | -1.0% | 11.2% | -14.0%[10.9 µM] | -9.5% |
| CN(C)CC(C)(C)CNC(=O)C1CCN(Cc2ccccc2O)CC1 | 0.6% | -8.1% | -9.2% | -7.7% |
| Cc1nnc(SCC(=O)N2CCCCC2)n1CC1CCCO1 (stereo not drawn) | . | 14.1% | . | 23.8% |
| C=CC(=O)OCCCC | 1.4% | -3.4%[1.84 µM] | 3.1% | 6.7% |
| Cc1ccccc1-c1nc(CN2CCCC(C(=O)NCCCN3CCOCC3)C2)c(C)o1 (stereo not drawn) | 1.7% | -16.2% | -2.2% | -14.3% |
| Cc1cc(C)cc(-n2c(C)cc(C(=O)C(=O)Nc3nnc(C)s3)c2C)c1 | ? | 7.4% | -9.1%[10.9 µM] | -6.1% |
| O=C(c1cccc(Cl)c1)N1CCN(C(=O)c2ccco2)CC1 | -2.4% | 0.7% | -5.5% | -9.5% |
| CCOc1ccccc1CNCCNC(=O)c1nonc1N | 3.7% | -2.9% | 8.3%[10.9 µM] | 11.0% |
| O=C(Nc1cccnc1)c1cnn2c(C(F)F)cc(C3CC3)nc12 | -0.2% | -2.6% | 2.2% | -11.7% |
| COc1ccc(CC(=O)n2nc(-c3cccnc3)nc2N)cc1 | -1.0% | 9.3% | -2.4% | 8.0% |
| CN1[C@H](CC(=O)c2ccccc2)CCC[C@H]1C[C@@H](O)c1ccccc1 | -0.2%[11.4 µM] | -0.5% | -2.7% | 5.4% |
| CCC(C)c1ccc(OCC(=O)Nc2cccc3ccc(C)nc23)cc1 (stereo not drawn) | -1.5% | ? | -2.0%[10.9 µM] | 5.6% |
| COc1ccc(-c2noc(CSc3nc4ccccc4[nH]3)n2)cc1OC | -2.5% | -5.1% | 2.8%[10.9 µM] | 8.8% |
| CCOc1cc(Cl)c(S(=O)(=O)n2cc(C)nc2CC)cc1Cl | 0.7% | -7.5% | -18.4%[10.9 µM] | 12.1% |
| Cc1c(/C=C(\C#N)C(=O)Nc2cccc(Cl)c2)c2ccccc2n1Cc1ccccc1 | 31.6% | 13.4% | -14.3%[10.9 µM] | 14.9% |
| Cc1ccc(C)c(S(=O)(=O)NCc2ccc(C(=O)N3CC(C)OC(C)C3)cc2)c1 (stereo not drawn) | . | -7.4% | . | 1.0% |

Whole records from above. Values in the order: IkB signaling | p53ts 32C tox | Imprint erasure | p53ts 39C kill
CCOc1cc(Cl)c(S(=O)(=O)n2cc(C)nc2CC)cc1Cl reads 0.7% | -7.5% | -18.4%[10.9 µM] | 12.1%
O=C(Nc1cccnc1)c1cnn2c(C(F)F)cc(C3CC3)nc12 reads -0.2% | -2.6% | 2.2% | -11.7%
Cc1c(/C=C(\C#N)C(=O)Nc2cccc(Cl)c2)c2ccccc2n1Cc1ccccc1 reads 31.6% | 13.4% | -14.3%[10.9 µM] | 14.9%
Cc1ccc(C)c(S(=O)(=O)NCc2ccc(C(=O)N3CC(C)OC(C)C3)cc2)c1 (stereo not drawn) reads . | -7.4% | . | 1.0%

More entries
| Structure | IkB signaling | p53ts 32C tox | Imprint erasure | p53ts 39C kill |
| --- | --- | --- | --- | --- |
| COc1ccc(/C(O)=C2/C(=O)C(=O)N(CCN3CCOCC3)C2c2ccc(C)cc2)cc1 (stereo not drawn) | 1.6% | -1.8% | -20.1% | 5.7% |
| CCOc1cc(C)nc(NCCc2ccc(OC)c(OC)c2)n1 | 0.6% | 6.2% | -13.1% | -1.1% |
| Cn1c(NCCO)nc2c1c(=O)n(Cc1cccc(F)c1)c(=O)n2C | 1.6% | 9.2% | -7.3%[10.9 µM] | 9.9% |
| COc1ccc(C#CC2C=CC(OC(C)=O)C(COC(C)=O)O2)cc1 (stereo not drawn) | . | 6.4%&-5.7%[9.22 µM] | . | 3.4%&-1.7%[9.22 µM] |
| COc1cc2nc(NCc3ccccc3)n3nc(-c4ccccc4)nc3c2cc1OC | 2.1% | 12.2% | ? | -5.3% |
| COC(=O)c1ccc2c(c1)N(Cc1ccccc1)C(=O)c1ccccc1S2(=O)=O | 2.4% | 7.8% | -14.3%[10.9 µM] | -19.2% |
| O=C(CCC1N=C2c3ccccc3N=C(SCc3cccc(Cl)c3)N2C1=O)NCCc1ccccc1 (stereo not drawn) | ? | 17.6% | 4.9%[10.9 µM] | 1.7% |
| Cc1ccc(Cn2c(C)nc3c(c2=O)c2nc4ccccc4nc2n3Cc2ccco2)cc1 | ? | 31.5%[activator] | -38.7%[inhibitor] | 42.1%[activator] |
| O=C(CCS(=O)(=O)c1nc(-c2ccc3c(c2)OCO3)cc(C(F)(F)F)n1)Nc1ccccc1C(F)(F)F | -3.4% | ? | 3.6%[10.9 µM] | 7.94µM* |
| CCCn1c(N)c(C(=O)CN2CCN(S(=O)(=O)c3cccs3)CC2)c(=O)[nH]c1=O | -0.1% | 1.2% | -3.4% | 10.9% |
| CCOc1ccc(C(=O)NCc2cccnc2)cc1 | 0.2% | 1.4% | -11.2% | 9.8% |
| O=C(/C=C\c1ccccc1)NC1CC(=O)N(c2ccccc2)C1 (stereo not drawn) | -1.0% | -7.9% | -7.8%[10.9 µM] | -8.4% |
| CC(=O)c1cccc(NC(=O)Cn2c(=O)oc3cc(S(=O)(=O)N4CCCC4)ccc32)c1 | 1.3% | 2.4% | -8.6%[10.9 µM] | -16.0% |
| CNc1ncncc1-c1ccccc1C(F)(F)F | -0.4%[11.4 µM] | -3.7% | -2.9% | 0.9% |
| COc1cc2c(-c3ccccc3C)nc3c(c(C)nn3-c3ccccc3)c2cc1OC | 3.9% | 5.0% | -9.0%[10.9 µM] | 11.8% |
| COc1ccccc1[N+](=O)[O-] | -0.3% | 7.4%[1.84 µM] | -4.9% | 6.6% |
| Nn1c(SCc2ccccc2)nnc1-c1ccco1 | -0.1% | 9.6% | -7.5% | 19.1% |
| O=C(O)c1ccc(F)c(S(=O)(=O)Nc2cccc(F)c2)c1 | . | -1.7% | . | -2.5% |
| CCc1ccc(CNC(=O)Cn2nc(-c3ccc(Cl)cc3)ccc2=O)cc1 | ? | 7.9% | -13.1%[10.9 µM] | -25.7% |
| CN(Cc1nc(-c2ccccn2)no1)S(=O)(=O)c1ccc(Cl)cc1 | 4.3% | -0.2% | 18.6% | 13.4% |
| Cc1ccccc1-c1nnc(C2CCN(S(=O)(=O)c3ccc(Cl)cc3)CC2)o1 | ? | -3.1% | -12.5%[10.9 µM] | 15.2% |
| CC(=O)N(c1cccc(C)c1)C1SC(=O)N(c2ccccc2)C1=O (stereo not drawn) | ? | 3.8% | -2.8% | -2.5% |
| N#C/C(=C(/O)COC(=O)CCc1ccc(S(=O)(=O)N2CCOCC2)cc1)c1nc2ccccc2[nH]1 | ? | 4.8% | -18.3% | 2.6% |
| Cc1cccc(NC(=O)C2CC(=O)OC23CCCC3)c1 (stereo not drawn) | . | 4.7% | . | 11.6% |
| CNCC(O)Cn1c(C(F)(F)F)nc2ccccc21 (stereo not drawn) | . | -0.5% | . | ? |
| CN(Cc1ccccc1)Cc1nc2c([nH]1)c(=O)[nH]c(=O)n2C | -2.4% | 0.3% | 1.8% | -4.3% |
| COc1cc2c(cc1OC)-c1cc(NC3CC3)nc(=O)n1CC2 | 4.2% | 7.2% | -16.6% | 1.2% |
| CC(C)N(C(=O)Cn1c(SCC(=O)N2CCN(c3ccccc3)CC2)nc2ccccc21)C(C)C | 0.1% | -1.1% | 2.1% | 9.6% |
| Cc1nn(CC(=O)Nc2cccc(C(F)(F)F)c2)c(=O)c2nn(-c3ccccc3)c(C)c12 | ? | 9.5% | 19.6%[10.9 µM] | -8.5% |
| CCCCN(C(=O)NC(=O)Nc1cc(C)ccc1C)S(C)(=O)=O | 0.3% | 10.6% | -6.8% | -0.1% |
| COC(=O)c1ccc(C2Nc3c(C)cc(C)cc3C3C=CCC32)cc1 (stereo not drawn) | ? | -11.4% | 16.3%[10.9 µM] | -21.0% |
| CCn1c(SCC(=O)Nc2nc(C)c(C(=O)OC)s2)nnc1C(C)C | 0.0% | -1.5% | -4.0% | -4.5% |
| O=C(CSc1nnc(Cn2c(=O)sc3ccccc32)n1-c1ccccc1)NCc1ccco1 | 0.5% | -3.0% | -17.7% | 5.2% |
| Cc1ccc(C)c(NC(=O)Cn2cc(C(=O)c3ccncc3)c(=O)c3cc(F)ccc32)c1 | ? | -7.4% | -3.8%[10.9 µM] | -5.2% |
| CCOc1ccc(CCN2C(=O)CCC2(C)C(=O)NC(C)CC)cc1OCC (stereo not drawn) | 0.6% | -5.1% | -3.1% | -2.6% |
| CCOC(=O)N1CCN(CC(O)COC2CC(C)CC(C)(C)C2)CC1 (stereo not drawn) | 1.1% | -17.8% | -8.7% | 15.1% |
| COc1ccc(C)c(S(=O)(=O)Nc2ccc(OCC(=O)O)cc2)c1 | -0.9% | -4.8% | -8.3% | 0.2% |
| O=C(CSc1ncn(-c2ccccc2)n1)Nc1ccc(Br)cn1 | ? | -9.1% | -29.1% | 5.6% |
| Cc1ccc(CNC(=O)c2cccc(N3CCCS3(=O)=O)c2)cc1 | -0.5% | -3.2% | 8.7%[10.9 µM] | -18.5% |
| Cc1cccn2cc(-c3ccc(F)cc3)nc12 | 5.0% | ? | -82.1%[inhibitor] | ? |
| CC(O)C(O)C(O)C(O)C1NCCS1 (stereo not drawn) | 0.8% | -3.5% | -10.4% | -6.8% |
| N#CCCn1c(=O)c(-c2cccc(C#N)c2)nc2cnc(N3CCOCC3)nc21 | 2.5%[11.4 µM] | 4.3% | -0.9% | -9.8% |
| COc1cc(-c2noc(-c3nnn(-c4ccc(Cl)cc4)c3C)n2)cc(OC)c1OC | -0.1% | 8.4% | -3.0%[10.9 µM] | -2.3% |
| CCOCCCNC(=O)CCSc1ccc(C)cc1 | . | -5.2% | . | 3.0% |
| O=C(O)Cc1ccc(NC(=O)c2cccs2)cc1 | -3.8% | ? | -31.9%[inhibitor] | -13.5% |
| CCOC(=O)N1CCN(C(=O)CN(c2cccc(C)c2)S(=O)(=O)c2ccc(C)cc2)CC1 | 1.9% | 5.2% | -9.9% | 7.5% |
| Cc1ccccc1OCc1nnc(SCc2cc(=O)c3ccc(C)c(C)c3[nH]2)n1C | -0.7% | -8.2% | 4.3%[10.9 µM] | -3.8% |
| CCOC(=O)Cc1csc(NC(=O)c2cccc(N3C(=O)CCC3=O)c2)n1 | 0.9% | 4.9% | -6.2% | 0.4% |
| CCc1cc2c(SCC(=O)c3ccc(C)cc3)ncnc2s1 | . | -3.2% | . | 6.9% |
| CCOC(=O)c1c(-c2ccc(C)o2)csc1NC(=O)CSc1nnnn1-c1ccccc1 | ? | -5.1% | -33.3%[inhibitor] | -2.6% |
| COC(=O)[C@@H]1C[C@H]1[C@@H](NS(=O)(=O)c1ccc(-c2ccccc2)cc1)c1ccccc1 | . | 15.4% | -14.8% | 12.2% |
| Cc1cc(C)cc(NC(=O)c2cnn(-c3ccc(C)c(C)c3)c2C2CCNCC2)c1 | 6.3% | -10.5% | 13.1%[10.9 µM] | ? |
| COc1cccc(C(=O)NCC(=O)OCc2cc(=O)n3ccsc3n2)c1 | -1.3% | 9.1% | -21.3%[10.9 µM] | 12.9% |
| CCOC(=O)c1oc2ccccc2c1NC(=O)c1cccc(OC)c1 | 2.4% | -7.9% | -22.4% | -21.0% |
| c1ccc(CCc2nn3c(-c4ccncc4)nnc3s2)cc1 | 1.7% | 23.6% | 3.9% | 34.9%[activator] |
| CCN1CCN(C(=O)c2ccc3c(=O)n(Cc4ccccc4OC)c(=S)[nH]c3c2)CC1 | -0.8% | 5.7% | -4.8% | -11.0% |
| CC(C(=O)OCC(=O)Nc1ccc2c(c1)OCO2)N1C(=O)c2ccccc2C1=O (stereo not drawn) | 0.9% | -5.9% | -4.0% | -2.8% |
| CC(C)=C1C(=O)C(c2ccccc2)=C2CN3C(=O)N(CCc4ccccc4)C(=O)[C@]3(Cc3ccc(C(F)(F)F)cc3)[C@H]21 | . | 7.6% | -16.3% | 9.3% |
| CCOC(=O)c1[nH]c2c(c1C)C(=O)CC(c1ccco1)C2 (stereo not drawn) | ? | 17.7% | -30.8%[inhibitor] | 0.5% |
